Assay outcomes: PubChem, National Center for Advancing Translational Sciences (NCATS)
SMN2 splice up = SMN2 splice variant enhancement | HEK293 SMN2-luciferase splicing reporter, luminescence, 30-36 h | 210,000 tested, 2.8% active | Potency, µM (titrated, usually from 46.1 µM), for the others: at the top dose activity change, positive = activation, actives largely listed as activators | AID 1458; also: % of control where 0% means no effect; nearly all actives have a fitted effect of over 55% in size
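HEK293 cells carry an SMN2 […]–luciferase reporter in which exon 7 inclusion puts luciferase in frame. Cells were plated 10-12 h before compound addition, then incubated 30-36 h at 37C. ONE-Glo luminescence was read; sodium butyrate at 4.5 mM final served as control.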
Tau fibril ThT = blocks human tau fibril formation measured by thioflavin T; 270,000 tested, 2.1% active; P10636; Potency, µM (titrated, usually from 57.4 µM), for inactives: at the highest dose activity, negative = inhibition, actives largely listed as inhibitors; recombinant tau K18 P301L, heparin-induced fibrillization, ThT fluorescence; AID 1460; also: % is scaled to controls: 0 for no effect and ±100 for the full control effect; nearly all actives have a fitted effect of over 55% in size
Target sequence (P10636 561-689 P618L limits assumed): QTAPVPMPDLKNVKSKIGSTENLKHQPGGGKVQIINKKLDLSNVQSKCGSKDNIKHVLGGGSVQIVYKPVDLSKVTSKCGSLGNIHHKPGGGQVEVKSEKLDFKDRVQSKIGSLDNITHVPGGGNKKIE
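Tau K18 P301L fragment (15 uM unlabeled plus 0.24 uM Alexa 594-labeled) in 100 mM sodium acetate pH 7 with compound, fibrillization induced by 20 uM heparin for 6 hr at 37 C. Thioflavin T (30 uM) added, fluorescence read after 1 hr (ex 450, em 510 nm).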
HTT aggregate = mutant huntingtin aggregation inhibition; PC12 HttQ103-GFP aggregates, Acumen cytometry, 40 h; Potency, µM (doses to about 46.1 µM), for the others: top-dose activity change, negative = inhibition, most hits filed as inhibitors; 220,000 tested, 1.1% active; AID 1688; also: % is scaled to controls: 0 for no effect and ±100 for the full control effect; nearly all actives have a fitted effect of over 60% in size
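Compounds (qHTS titration) were added to PC12 cells expressing an ecdysone-driven HTT exon 1 Q103–GFP fusion after induction with 100 nM tebufenozide. Aggregate formation was measured as GFP objects in cell lysates.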
ALDH1A1 inh = ALDH1A1 (human) enzyme inhibition | P00352 | Purified ALDH1A1, NADH fluorescence, propionaldehyde substrate | Potency, µM (top dose mostly 75.3 µM), for the others: at the highest dose activity, negative = inhibition, hits mostly inhibitors | 220,000 tested, 7.3% active | AID 1030; active = well fitted inhibition curve with a large enough effect, not every such curve was filed as active; inconclusive = small, poorly fitted or top-dose-only effect, or another doubt; inactive = no such curve, though single readings can be large or run the other way;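 also: plate controls were no enzyme wells and a reference inhibitor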
Target sequence (P00352 whole entry, looked up): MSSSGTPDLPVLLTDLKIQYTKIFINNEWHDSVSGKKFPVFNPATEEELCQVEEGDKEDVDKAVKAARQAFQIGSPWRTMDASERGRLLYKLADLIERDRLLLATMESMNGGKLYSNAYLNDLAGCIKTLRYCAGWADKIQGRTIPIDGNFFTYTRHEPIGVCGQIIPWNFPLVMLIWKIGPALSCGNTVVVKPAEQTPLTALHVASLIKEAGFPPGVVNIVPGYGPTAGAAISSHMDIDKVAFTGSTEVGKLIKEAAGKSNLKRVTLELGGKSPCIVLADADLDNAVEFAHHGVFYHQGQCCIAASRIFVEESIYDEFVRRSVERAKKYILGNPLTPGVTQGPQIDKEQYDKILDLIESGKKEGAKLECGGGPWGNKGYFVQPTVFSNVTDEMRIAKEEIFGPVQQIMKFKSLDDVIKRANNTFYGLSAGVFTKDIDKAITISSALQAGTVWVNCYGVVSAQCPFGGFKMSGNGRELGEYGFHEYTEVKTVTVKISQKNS
Tau fibril FP = blocks human tau fibril formation measured by polarization; P10636; K18 P301L tau heparin fibrillization, Alexa594 FP, 6 h; Potency, µM (top dose mostly 57.7 µM), without a hit: top-dose activity, negative = inhibition, usual class: inhibitors; 280,000 tested, 0.39% active; also: % is scaled to controls: 0 for no effect and ±100 for the full control effect; nearly all actives have a fitted effect of over 55% in size
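Compound effects on tau fibrillization are measured by Alexa 594 fluorescence polarization (ex 555, em 632 nm). K18 P301L tau is used at 15 uM with 0.24 uM labeled tracer, and 20 uM heparin induces aggregation over 6 hr at 37 C.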
JMJD2E inh = JMJD2E (human) inhibition. B2RXH2. JMJD2E catalytic domain, FDH-coupled NADH fluorescence (FDH is formaldehyde dehydrogenase). Potency, µM (series often up to 57.1 µM), for inactives: at the highest dose activity change, negative = inhibition, usual class: inhibitors. 230,000 tested, 1.6% active. AID 2147; active = well fitted inhibition curve with a large enough effect, not every such curve was filed as active; inconclusive = small, poorly fitted or top-dose-only effect, or another doubt; inactive = no such curve, though single readings can be large or run the other way;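 also: 0% = wells with enzyme and -100% = buffer wells without enzyme; nearly all actives have a fitted effect of over 50% in size; many of its hits are not listed in these tables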
Target sequence (B2RXH2 1-337 limits assumed): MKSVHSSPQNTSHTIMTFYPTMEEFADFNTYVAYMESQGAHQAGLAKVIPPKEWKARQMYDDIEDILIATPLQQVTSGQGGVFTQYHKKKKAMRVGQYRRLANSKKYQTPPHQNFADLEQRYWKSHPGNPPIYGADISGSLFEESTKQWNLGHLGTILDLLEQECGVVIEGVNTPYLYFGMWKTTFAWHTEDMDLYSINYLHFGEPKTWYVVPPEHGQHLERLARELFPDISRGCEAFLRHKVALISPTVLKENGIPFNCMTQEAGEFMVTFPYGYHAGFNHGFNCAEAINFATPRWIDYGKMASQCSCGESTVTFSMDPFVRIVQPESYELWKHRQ
Tau fluor counter = counter-screen for tau fibril formation inhibitors | tau K18 P301L (four-repeat tau fragment) Alexa594 fluorescence, heparin fibrillization | AID 1463 | Potency, µM (top dose mostly 57.7 µM), without a hit: at the top dose activity change, negative = decrease | 280,000 tested, 0.93% active; also: % is scaled to controls: 0 for no effect and ±100 for the full control effect; nearly all actives have a fitted effect of over 55% in size
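Human K18 P301L tau (15 uM unlabeled plus 0.24 uM Alexa 594-labeled, final) in 100 mM sodium acetate pH 7 was mixed with compound and 20 uM heparin and incubated 6 hr at 37 C.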
HTT ATP protect = cytoprotection in Huntington HTT-Q103 PC12 cell model; PC12 HTT-Q103 induced, cytoprotection, ATP luminescence, 40 h; Potency, µM (series often up to 56.4 µM), for the others: cytoprotection (ATP increase), hits mostly activators; 230,000 tested, 0.14% active;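 also: % of control where 0% means no effect; nearly all actives have a fitted effect of over 45% in size; toxic huntingtin expression switched on by the ecdysone agonist tebufenozide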
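Huntington model: PC12 line, ecdysone-inducible HTTQ103 exon1–GFP, tebufenozide 100 nM. Test articles in a dose series. Endpoint luminescence from cellular ATP.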
An asterisk follows results filed as active; [ ] = dose if it differs, or a comment. Unless noted, calls follow the shape of the dose curve; as a rule, active = well fitted curve in the direction sought with a large enough effect; inconclusive = small, poorly fitted or top-dose-only effect, or another doubt; inactive = no such curve, though single readings can be large; an effect the other way counts as inactive or inconclusive. Potency is read from the fitted curve at half-maximal effect.

How did COc1ccc(C(=O)NCCn2ccc3ccccc32)cc1 do in these assays?
SMN2 splice up: 13µM*; Tau fibril ThT: -8%; HTT aggregate: 18%; ALDH1A1 inh: inconclusive; Tau fibril FP: 9%; JMJD2E inh: -1%; Tau fluor counter: -3%; HTT ATP protect: 11%[1.9 µM]

What do the screens show for `Cn1cc(CNC(=O)C2CCCCC2)cn1`?
SMN2 splice up: -4%; Tau fibril ThT: -6%; HTT aggregate: -4%; ALDH1A1 inh: 7%; Tau fibril FP: -3%; JMJD2E inh: 2%; Tau fluor counter: -5%; HTT ATP protect: 10%[1.9 µM]

How did Cc1ccc(CSCCNC(=O)CN(c2cccc(C)c2C)S(=O)(=O)c2ccccc2)cc1 do in these assays?
SMN2 splice up: -13%; Tau fibril ThT: -13%; Tau fibril FP: 0%; Tau fluor counter: -23%

How did CCn1c(CCNC(=O)c2ccc(Cl)c(Cl)c2)nnc1SCCOc1ccc(OC)cc1 do in these assays?
SMN2 splice up: -53%[inhibitor]; Tau fibril ThT: inconclusive; HTT aggregate: -27%; ALDH1A1 inh: -11%; Tau fibril FP: 1%; JMJD2E inh: 1%; Tau fluor counter: -26%; HTT ATP protect: -53%

What do the screens show for `CCOc1ccc2nc(Cl)c(CN(C(C)=O)C3CCCCC3)cc2c1`?
SMN2 splice up: -13%; Tau fibril ThT: 5%; HTT aggregate: 8%[9.22 µM]; ALDH1A1 inh: inconclusive; Tau fibril FP: 1%; JMJD2E inh: -14%; Tau fluor counter: 5%; HTT ATP protect: 3%[10 µM]

Results for O=C(NCCCN1CCOCC1)c1csc2c1CCCC2 ?
SMN2 splice up: -5%; Tau fibril ThT: -3%; HTT aggregate: 0%; ALDH1A1 inh: inconclusive; Tau fibril FP: -1%; JMJD2E inh: -4%; Tau fluor counter: -6%; HTT ATP protect: -4%

Results for O=C(NNC(=O)C1CC1c1ccccc1)c1ccccc1F (stereo unspecified) ?
SMN2 splice up: 0%; Tau fibril ThT: 4%; HTT aggregate: -5%[9.22 µM]; ALDH1A1 inh: 9%; Tau fibril FP: 3%; JMJD2E inh: -2%; Tau fluor counter: 8%; HTT ATP protect: 0%[10 µM]

How did COc1ccccc1C1C2=C(N=C3SCC(=O)N31)c1ccccc1CC2 (stereo unspecified) do in these assays?
SMN2 splice up: -13%; Tau fibril ThT: inconclusive; HTT aggregate: 14%; ALDH1A1 inh: -9%; Tau fibril FP: -9%; JMJD2E inh: -21%; Tau fluor counter: -13%; HTT ATP protect: -13%

How did CCCC(c1nnnn1CCOC)N1CCN(c2cccc(OC)c2)CC1 (stereo unspecified) do in these assays?
Tau fibril ThT: -2%; HTT aggregate: 0%; ALDH1A1 inh: -3%; Tau fibril FP: 13%; JMJD2E inh: -6%; Tau fluor counter: 0%; HTT ATP protect: -14%

How did COc1ccc(NC(=O)c2ccc3c(c2)C(=O)N(Cc2cccnc2)C3=O)cc1 do in these assays?
SMN2 splice up: -12%; Tau fibril ThT: -1%; HTT aggregate: 2%; ALDH1A1 inh: 12%; Tau fibril FP: -6%; JMJD2E inh: 4%; Tau fluor counter: 1%; HTT ATP protect: -5%[10 µM]

Results for COc1ccc(CNC(=O)CN(c2cc(C(F)(F)F)ccc2Cl)S(C)(=O)=O)cc1 ?
SMN2 splice up: -15%; Tau fibril ThT: -3%; Tau fibril FP: -12%; Tau fluor counter: -22%

Results for CCn1c(CNc2ccc(Cl)cc2)nnc1SCC#N ?
SMN2 splice up: -1%; Tau fibril ThT: -3%; HTT aggregate: -10%[9.22 µM]; ALDH1A1 inh: 7%; Tau fibril FP: 7%; JMJD2E inh: -9%; Tau fluor counter: 1%; HTT ATP protect: -24%[10 µM]

Results for Cc1cccc(NC(=O)NCC(c2ccco2)N2CCCCC2)c1 (stereo unspecified) ?
SMN2 splice up: 16%; Tau fibril ThT: -11%; HTT aggregate: -3%[9.22 µM]; ALDH1A1 inh: inconclusive; Tau fibril FP: -6%; JMJD2E inh: -8%; Tau fluor counter: -9%; HTT ATP protect: -23%

Results for Fc1cccc(-n2c(-c3cccs3)nc3nc4ccccc4nc32)c1 ?
Tau fibril ThT: -7%; HTT aggregate: -1%[9.22 µM]; Tau fibril FP: -8%; JMJD2E inh: inconclusive; Tau fluor counter: -11%; HTT ATP protect: -1%[10 µM]

How did O=C(NCCCN1CCOCC1)/C(=C/c1cccnc1)NC(=O)c1ccccc1 do in these assays?
SMN2 splice up: -55%[inhibitor]; Tau fibril ThT: 2%; HTT aggregate: -1%; ALDH1A1 inh: -9%; Tau fibril FP: -3%; JMJD2E inh: 5%; Tau fluor counter: 1%; HTT ATP protect: -15%

Results for O=C(c1ccco1)N1CCN(C(=O)c2[nH]ncc2[N+](=O)[O-])CC1 ?
SMN2 splice up: 21%; Tau fibril ThT: 10%; HTT aggregate: 5%; ALDH1A1 inh: -8%; Tau fibril FP: 1%; JMJD2E inh: -4%; Tau fluor counter: 5%

What do the screens show for `CCNc1nc(N)nc(Oc2ccc(OCc3ccccc3)nn2)n1`?
SMN2 splice up: 8%; Tau fibril ThT: -6%; HTT aggregate: -1%; ALDH1A1 inh: -5%; Tau fibril FP: 2%; JMJD2E inh: 4%; Tau fluor counter: -1%; HTT ATP protect: -19%

Results for COc1cc(/C=C2\SC(=O)N(Cc3ccc(F)cc3)C2=O)cc([N+](=O)[O-])c1O ?
SMN2 splice up: -13%; Tau fibril ThT: 14µM*; HTT aggregate: -3%[9.22 µM]; ALDH1A1 inh: 0.71µM*; Tau fibril FP: 16%; JMJD2E inh: -12%; Tau fluor counter: -18%; HTT ATP protect: 2%[10 µM]

Results for CCCCSc1cc(C)nc(N)n1 ?
Tau fibril ThT: -4%; HTT aggregate: 30%[9.22 µM]; Tau fibril FP: 3%; JMJD2E inh: 2%; Tau fluor counter: -4%; HTT ATP protect: 7%[10 µM]

What do the screens show for `Cc1ccc(SCC(=O)NCCN2C(=O)CSC2=O)c(C)c1`?
SMN2 splice up: -6%; Tau fibril ThT: 3%; HTT aggregate: -6%; ALDH1A1 inh: -1%; Tau fibril FP: 9%; JMJD2E inh: 4%; Tau fluor counter: 3%; HTT ATP protect: -8%[10 µM]

What do the screens show for `CC(=O)C1=C(C)NC(SCC(=O)c2ccc(Cl)cc2Cl)=C(C#N)C1c1ccco1` (stereo unspecified)?
SMN2 splice up: -13%; Tau fibril ThT: inconclusive; HTT aggregate: inconclusive; ALDH1A1 inh: inconclusive; Tau fibril FP: 6%; JMJD2E inh: -27%; Tau fluor counter: inconclusive; HTT ATP protect: -11%

What do the screens show for `C=CCNC(=O)C1CCN(c2ccc(S(=O)(=O)N3CCOCC3)cc2[N+](=O)[O-])CC1`?
SMN2 splice up: 0%; Tau fibril ThT: -13%; HTT aggregate: inconclusive; ALDH1A1 inh: 4%; Tau fibril FP: -5%; JMJD2E inh: -5%; Tau fluor counter: 1%; HTT ATP protect: -37%

What do the screens show for `COC(=O)/C=C/c1ccc(-n2cncn2)cc1`?
SMN2 splice up: 13%; Tau fibril ThT: -14%; HTT aggregate: -14%; ALDH1A1 inh: -3%; Tau fibril FP: 7%; JMJD2E inh: -12%; Tau fluor counter: -1%; HTT ATP protect: -2%

What do the screens show for `CCN1c2ccccc2NC2N=C(OC)C(c3ccccc3)C21` (stereo unspecified)?
Tau fibril ThT: -4%; HTT aggregate: inconclusive; ALDH1A1 inh: -81%; Tau fibril FP: 1%; JMJD2E inh: 11%; Tau fluor counter: 1%; HTT ATP protect: -57%[inhibitor]

Results for Cc1ccc(NC(=O)C2(NC(=O)c3ccccn3)CCCCC2)cc1Br ?
SMN2 splice up: -10%; Tau fibril ThT: -16%; HTT aggregate: 18%; ALDH1A1 inh: -15%; Tau fibril FP: 6%; JMJD2E inh: -15%; Tau fluor counter: -27%

What do the screens show for `Cc1cccc(Cc2cnc(NC(=O)c3ccc4c(c3)CC(c3ccccc3)OC4=O)s2)c1` (stereo unspecified)?
SMN2 splice up: 7%; Tau fibril ThT: 5%; Tau fibril FP: -16%; Tau fluor counter: -10%

How did COc1ccc(CNC(=O)CCn2cccc2)cc1 do in these assays?
SMN2 splice up: -8%; Tau fibril ThT: -5%; HTT aggregate: 3%; ALDH1A1 inh: -3%; Tau fibril FP: 11%; JMJD2E inh: -4%; Tau fluor counter: 3%; HTT ATP protect: 16%

What do the screens show for `CC(C)N(Cc1cnn(C)c1)Cc1nc(Cc2ccccc2Cl)no1`?
SMN2 splice up: -5%; Tau fibril ThT: -7%; HTT aggregate: 6%[9.22 µM]; ALDH1A1 inh: -3%; Tau fibril FP: -1%; JMJD2E inh: -6%; Tau fluor counter: -4%; HTT ATP protect: 21%[10 µM]

What do the screens show for `CC1CC(=O)N(c2ccc(NCc3ccc(Cl)cc3)c([N+](=O)[O-])c2)C1=O` (stereo unspecified)?
Tau fibril ThT: inconclusive; HTT aggregate: -14%; ALDH1A1 inh: inconclusive; Tau fibril FP: -12%; JMJD2E inh: 5%; Tau fluor counter: -14%; HTT ATP protect: 17%[10 µM]

Not all compounds are listed, so the mix of outcomes need not match the whole.
